# Screening results from PubChem.
# C2C12 statin: suppressors of statin myotoxicity in C2C12 myotubes, primary screen, cell-based, single point, plate reader | actives 0.78% (n = 330,000) | C2C12 myotubes + simvastatin, ATP luminescence, 48 h; scaled: DMSO 0, geranylgeraniol control 100 | rescue of ATP level, % at 7.49 µM | AID 602340, 2012;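 active = mean ATP rescue above about 67%, or every replicate alone reaching that limit, limit read from the data, passing the limit was not always enough; inconclusive = no clear call, values can overlap the other calls; inactive = mean under the limit and some replicate under it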;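 also: myotubes were challenged with 10 µM simvastatin during compound exposure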
# SIRT5 block: SIRT5 desuccinylase inhibitors, primary screen, biochemical, fluorescence imaging, single point, set 5. NAD-dependent protein deacylase sirtuin-5, mitochondrial (Homo sapiens), Q9NXA8. Purified SirT5, succinyl-peptide AMC, trypsin-coupled fluorescence. inhibition, % at 15 µM. actives 1.1% (n = 330,000). AID 652115, 2013; in the data active = inhibition above about 15%; inconclusive = no clear call, values can overlap the other calls
# Target sequence (Q9NXA8 whole entry, looked up): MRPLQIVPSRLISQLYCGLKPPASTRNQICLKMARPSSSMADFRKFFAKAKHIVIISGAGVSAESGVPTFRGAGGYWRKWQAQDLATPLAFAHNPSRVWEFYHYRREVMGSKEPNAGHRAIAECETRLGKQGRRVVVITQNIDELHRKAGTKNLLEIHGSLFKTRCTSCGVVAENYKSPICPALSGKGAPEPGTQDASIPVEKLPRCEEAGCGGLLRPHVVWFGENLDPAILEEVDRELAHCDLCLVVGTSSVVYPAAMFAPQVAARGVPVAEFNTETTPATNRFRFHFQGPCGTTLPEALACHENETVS
# miR-122 sensor: miR-122 Renilla sensor signal increase in Huh7, primary screen, miR-122 inhibitor project, cell-based, single point, plate reader; Huh7 miR-122 Renilla luciferase sensor, 48 h; neutral wells = 0, positive control = 100; activation (reporter increase), % at 12.5 µM; actives 0.3% (n = 340,000); AID 602342, 2012;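 active = mean replicate activation score at least 90 and every replicate individually at or above 90; inconclusive = only one of the two criteria met; inactive = neither criterion met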;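 also: higher luciferase means less miR-122 activity so hits act as miR-122 inhibitors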
# esBAF inh: Bmi1 luciferase reporter increase in mESCs, primary screen, esBAF inhibitor project, mouse ES cells, Bmi1 luciferase knock-in, single point. 24 h; 100% = twice the neutral-well signal. reporter increase, % at 12.5 µM. actives 2% (n = 350,000); in the data active = activation above about 40%; inconclusive = no clear call, values can overlap the other calls;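 also: 0% = median of the plate's neutral control wells and 100% = double that signal; a rise in the Bmi1 reporter signal indicates esBAF inhibition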
# ARNT TACC3 PPI: disruptors of ARNT/TACC3 protein interaction, primary screen, biochemical, AlphaScreen, single concentration; Transforming acidic coiled-coil-containing protein 3 (Homo sapiens), Q9Y6A5; actives 0.66% (n = 390,000); AlphaScreen His-ARNT PAS-B/GST-TACC3 binding, luminescence; TACC3 fragment carries E629A point mutation; inhibition, % at 9.99 µM;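 active = mean inhibition of replicates at least 50% and at least half of replicates each reaching 50%; inconclusive = half or more replicates reach 50% but mean below 50%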;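 also: 0% = complete ARNT plus TACC3 wells and 100% = ARNT alone without TACC3; many hits fall short of the cut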
# ERp5 block: inhibitors of ERp5-driven insulin aggregation, primary screen, biochemical, turbidity, absorbance 650 nm, single point. Protein disulfide-isomerase A6 (Homo sapiens), Q15084. 90 min. inhibition, % at 9.99 µM. actives 0.05% (n = 350,000). AID 651711, 2012;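 active = mean replicate inhibition above about 25%, with every replicate also reaching it, limit read from the data, passing the limit was not always enough; inconclusive = only one of those two criteria met; inactive = neither criterion met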
# Target sequence (Q15084 whole entry, looked up): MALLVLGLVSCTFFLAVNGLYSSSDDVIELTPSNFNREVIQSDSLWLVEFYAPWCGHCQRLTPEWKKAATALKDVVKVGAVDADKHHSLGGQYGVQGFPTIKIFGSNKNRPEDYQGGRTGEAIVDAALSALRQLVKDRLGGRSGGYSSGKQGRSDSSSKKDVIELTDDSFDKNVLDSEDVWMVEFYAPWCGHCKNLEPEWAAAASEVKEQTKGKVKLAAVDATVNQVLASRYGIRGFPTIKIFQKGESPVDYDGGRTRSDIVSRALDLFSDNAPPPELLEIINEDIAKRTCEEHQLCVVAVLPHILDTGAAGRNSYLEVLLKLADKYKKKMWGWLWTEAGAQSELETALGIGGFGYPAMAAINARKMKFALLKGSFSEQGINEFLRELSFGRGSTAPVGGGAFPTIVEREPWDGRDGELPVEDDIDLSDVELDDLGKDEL
# Cneo AK release: Cryptococcus neoformans cell lysis inducers, primary screen, AK release luminescence, single concentration; C. neoformans lysis, adenylate kinase release luminescence, 4 h; normalised: neutral wells 0, clomiphene wells 100; lysis activity, % at 15 µM; actives 0.2% (n = 360,000);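 active = mean lysis activity across replicates of at least 80%, whatever share of replicates individually reach that level; inactive = mean lysis activity below 80%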
#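 Assay system: log-phase C. neoformans yeast / Quantity: yeast cell density of 5 × 10^6 cells/mL / Medium: fresh YPD growth medium / Compound: single dose / Timing: static 4 h at 37 °C with compound, 1 h detection / Measured by: adenylate kinase release luminescence / Read-out: lysis from increased AK signal / Benchmarks: Clomiphene as positive lysis control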
# * = called active by the depositor; ? = inconclusive; nt = no result given; & = joins results of further samples; [ ] = another dose, or the depositor's remark.
SMILES,C2C12 statin,SIRT5 block,miR-122 sensor,esBAF inh,ARNT TACC3 PPI,ERp5 block,Cneo AK release
O=C(NCc1cccnc1)Nc1cccc([N+](=O)[O-])c1,-3,-2,nt,-6,13,-2,2
O=C(CSc1nnc(NC(=O)C2CC(=O)N(c3ccc(F)cc3)C2)s1)NC1CCCC1 (configuration not stated),-38,3,-6,-3,-2,-13,-4
O=C(O)CCCC(=O)OCc1c(-c2ccccc2)ncc2ccccc12,-15,-3,-5,-3,-13,0,0
Cc1ccc(C(=O)N(Cc2nc3ccccc3c(=O)[nH]2)C2CCCC2)cc1,1,0,-4,6,-9,2,nt
C/C(=N\NC(=O)c1cc(C)nc2ccccc12)c1cccc(Cl)c1,-6,-1,-2,-8,-2,22,0
COc1cc(OC)cc(-c2cc3ccc(F)cc3cn2)c1,-52,nt,-6,59*,20,2,0
Cc1ccc(F)cc1NC(=O)CN1C(=O)NC2(CCCc3ccccc32)C1=O (configuration not stated),9,-1,nt,-11,3,5,2
COc1ccc(OC)c(CN2C(=O)c3ccccc3C2C(=O)NCC2CCCO2)c1 (configuration not stated),-9,-10,2,-8,1,0,3
Cc1cccc2cc(/C=N/NC(=O)[C@H]3C[C@@H]3c3ccccc3)c(Cl)nc12,nt,1,-5,nt,-6,-4,-1
COc1ccc(CNC(=O)C/C(C)=N/NC(=O)C23CC4CC(CC(C4)C2)C3)cc1,-2,0,-7,8,0,-4,-1
CCC(C(=O)N1CCCCCC1)n1nc(C)n2c(cc3occc32)c1=O (configuration not stated),4,2,nt,2,-2,2,2
CCOC(=O)C1CCN(C(=O)Nc2ccc3nc(C)c(C)nc3c2)CC1,12,nt,0,-5,3,nt,-2
N/C(=N\N=C\c1cccs1)SC1CC(=O)N(c2cccc([N+](=O)[O-])c2)C1=O (configuration not stated),-6,-1,nt,-5,-8,4,nt
CC(=O)Nc1ccc2c(c1)C(=O)N(C)[C@@H]1CC[C@@H](CC(=O)NCc3ccccc3Cl)O[C@H]1CO2,-10,-4,-3[16.7 µM],-5,-6,2,2
Cc1ccc(Cl)cc1N1CCN(S(=O)(=O)c2ccc3c(c2)NC(=O)C(C)C(=O)N3)CC1 (configuration not stated),16,0,-1,-7,-1,-2,3
Cc1ccnc(N2CCC(C(=O)NNC(=O)c3ccncc3)CC2)n1,nt,-4,nt,nt,-1,0,nt
O=C(COC(=O)CN1C(=O)c2ccccc2C1=O)Nc1ncc(Cl)cc1Cl,15,nt,1,1,5,nt,-5
O=C(OCCOc1ccccc1Cl)c1cc(S(=O)(=O)N2CCCCC2)ccc1N1CCOCC1,-15,0,10,8,-41,7,-2
CC1(C(=O)NS(=O)(=O)C2CC2)CCN(C(=O)c2ccc3ccccc3n2)C1 (configuration not stated),3,nt,-4,2,nt,-1,0
C=CC[C@@H](CC(=O)N[C@@H](CO)Cc1ccccc1)C(=O)N[C@H](C)COC(=O)[C@@H](CC=C)Cc1ccc(F)cc1,2,nt,-4,12,-10,-4,-1
CCC(C)(C)C1CCc2nc3ccccc3c(C(=O)OC(C)C(=O)Nc3c(C)n(C)n(-c4ccccc4)c3=O)c2C1 (configuration not stated),nt,-3,nt,nt,-6,7,nt
S=C(NCc1ccco1)Nc1ccc(Br)cc1Cl,nt,-8,32,nt,nt,2,nt
CN1C(=O)NC(c2ccc(O)cc2)C2=C1CN(c1cccc3ccccc13)C2=O (configuration not stated),nt,0,nt,-6,7,-8,-1
Cc1ccc(OCC(=O)Nc2ccccc2-c2ccccc2)cc1,-3,nt,-6,5,nt,nt,-13
C[C@H](CO)N1C[C@H](C)[C@@H](CN(C)C(=O)Nc2ccc(F)cc2)OCc2cn(nn2)CCCC1=O,-14&10,3&-2&-2,-2&10[16.7 µM],-1&0,0&-6,-2&-1&5,-1&2
CC(C)NC(=O)N(C)C[C@H]1Oc2c(NC(=O)Nc3ccccc3)cccc2C(=O)N([C@@H](C)CO)C[C@H]1C,6,0,-8[16.7 µM],1,0,2,4
Fc1cccc(Cl)c1CNn1cn[nH]c1=S,nt,-7,nt,nt,-3,-1,nt
Cc1ccc(S(=O)(=O)Nc2ccc3c(c2)CC(=O)N([C@H](C)CO)C[C@H](C)[C@@H](CN(C)Cc2ccc(-c4ccccc4)cc2)O3)cc1,55,12,-7[16.7 µM],1,23,-10,-3
CCOC(=O)c1cc(-c2csc(COc3ccc(Cl)cc3)n2)on1,2,0,nt,-9,-3,2,nt
O=C(CCN1C(=O)S/C(=C\c2ccc(F)cc2)C1=O)Nc1ccc(C(=O)O)c(O)c1,9,6,-3,-1,13,-8,-4
COc1ccc(NC(=O)C[C@H]2C(=O)N(Cc3cccnc3)C[C@@H]2Cc2ccccc2)cc1,-1,-2,0,0,nt,1,0
CC(C(C(=O)N1CCCCC1)N1CCCCC1)N1CCCCC1 (configuration not stated),8,-3,-9,-2,7,-3,0
COc1ccccc1CNC(=O)COC(=O)c1ccco1,0,-2,-5,-3,21,1,1
CC=Cc1ccc2n(c1=O)C[C@@H]1[C@@H](CO)[C@H](C(=O)NCC3CC3)[C@H]2N1Cc1cccnc1 (mixture of isomers),14,-13,13[16.7 µM],0,-2,0,69
Nc1c2c(nc3ccccc13)CCCC2=O,nt,-3,nt,nt,-3,6,nt
CCC(=O)N(C)C[C@@H]1Oc2cc(-c3ccc(OC)cc3)ccc2S(=O)(=O)N([C@H](C)CO)C[C@@H]1C,22,-7,4[16.7 µM],0,-3,2,-7
C#CCOc1c(Cl)cc(/C=N/O)cc1OC,nt,-4,nt,nt,-2,4,nt
O=C(C[C@H]1CC[C@@H](NC(=O)Nc2ccccc2F)[C@@H](CO)O1)NCc1ccc(Cl)cc1,11,1,nt,1,0,-2,0
O=C(NNS(=O)(=O)c1ccc(Cl)cc1)c1sccc1-n1cccc1,7,nt,3,2,1,nt,-1
C[C@@H]1CCCCO[C@@H](CN(C)S(=O)(=O)c2ccccc2)[C@@H](C)CN([C@H](C)CO)C(=O)c2cc(NC(=O)c3ccncc3)ccc2O1,nt,3,-2[16.7 µM],-5,-9,0,0
COc1ccc(N2CCN(C(=O)c3ccc(Cn4c(=S)[nH]c5ccc(N6CCOCC6)cc5c4=O)cc3)CC2)cc1,-11,-4,0,68*,1,-7,1
C[C@H]1CN([C@@H](C)CO)C(=O)c2cccc(NC(=O)Nc3ccccc3)c2O[C@@H]1CN(C)C(=O)Nc1ccc2c(c1)OCO2,-1,-9,-2[16.7 µM],37,7,0,-3
CCc1ccccc1NC(=O)CNC(=O)c1ccc(OCc2cn3ccccc3n2)cc1,-2,-4,-8,3,10,-7,-1
N#C/C(=C\c1ccncc1)c1ccccn1,6,-2,3,-7,-10,-1,-1
CC1(C)CC(=O)C(C=NCCN2CCN(C(=O)c3ccccc3)CC2)=C(O)C1,6,nt,nt,-2,-14,nt,8
COc1ccccc1NC(=S)NN=C(C)c1ccccn1,-18,-2,9,-28,65*,5,nt
COc1ccc(-n2c(SCC#N)nc3c(sc(=S)n3-c3ccccc3)c2=O)c(OC)c1,-14,-1,nt,-1,-1,1,0
Cc1noc(C)c1NC(=O)Nc1ccc2c(c1)C(=O)N([C@@H](C)CO)C[C@H](C)[C@H](CN(C)Cc1ccc3c(c1)OCO3)O2,19,0,4[16.7 µM],4,-5,1,46
Cc1cc(C(=O)N/N=C/c2ccc(C)s2)n[nH]1,12,-1,-3,36,nt,7,0
CC(C)(C)OC(=O)N1CCC(c2c(C(=O)NCC3CCN(C4CCCC4)C3)cnn2-c2ccccc2Cl)CC1 (configuration not stated),-1,1,-3,-5,4,-2,-2
COc1ccc(Br)cc1C(=O)Nc1ccccc1N1CCCC1,-10,-2,14,-10,3,4,-2
CC(C)C[C@H](NC(=O)NC(C)C)C(=O)O,-3,nt,2,-2,-17,nt,-2
C[C@H](CO)N1C[C@H](C)[C@H](CN(C)C(=O)CN(C)C)Oc2ncc(C#CCC3CCCC3)cc2C1=O,9,nt,-1[16.7 µM],0,nt,nt,nt
NS(=O)(=O)c1ccc(NC(=O)COC(=O)CCc2ccccc2)cc1,-2,-4,-2,-2,-2,-1,-3
C[C@H](CO)N1C[C@H](C)[C@H](CN(C)C(=O)Nc2ccc3c(c2)OCO3)OCCCC[C@H](C)Oc2ccc(NC(=O)Cc3ccccc3)cc2C1=O,nt,nt,2[16.7 µM],-4,4,nt,-3
COc1ccc2cc(C(=O)NCc3ccco3)c(=Nc3ccc(C(=O)O)cc3)oc2c1,-23,nt,nt,-7,1,nt,-2
Cc1nc(NN)c2c3c(sc2n1)COC(C)(C)C3,1,-1,nt,-3,-2,1,0
COc1ccc(CN2C(=O)c3ccccc3C2OC)cc1 (configuration not stated),8,-1,1,-2,0,1,-1
CN(C)S(=O)(=O)N1CCN(C(=O)N2CCCCC2)CC1,-7,nt,27,-5,1,nt,4
COc1ccc(CCNC(=O)CCN2C(=O)C3CC=CCC3C2=O)cc1OC (configuration not stated),-10,nt,-3,-2,1,nt,0

# 4 structures out of the list, sorted by length of the SMILES, rising.
SMILES,C2C12 statin,SIRT5 block,miR-122 sensor,esBAF inh,ARNT TACC3 PPI,ERp5 block,Cneo AK release
CC(C)C[C@H](NC(=O)NC(C)C)C(=O)O,-3,nt,2,-2,-17,nt,-2
Cc1cc(C(=O)N/N=C/c2ccc(C)s2)n[nH]1,12,-1,-3,36,nt,7,0
CCc1ccccc1NC(=O)CNC(=O)c1ccc(OCc2cn3ccccc3n2)cc1,-2,-4,-8,3,10,-7,-1
C[C@H](CO)N1C[C@H](C)[C@H](CN(C)C(=O)Nc2ccc3c(c2)OCO3)OCCCC[C@H](C)Oc2ccc(NC(=O)Cc3ccccc3)cc2C1=O,nt,nt,2[16.7 µM],-4,4,nt,-3

# Next compounds.
SMILES,C2C12 statin,SIRT5 block,miR-122 sensor,esBAF inh,ARNT TACC3 PPI,ERp5 block,Cneo AK release
CC12CN3CC(C)(CN(C1)C3c1cc(Br)ccc1O)C2=O (configuration not stated),?,-3,-6,-2,1,-4,-1
CCC(=O)N1[C@H](CO)[C@@H]2c3ccccc3N(C(=O)c3cnccn3)C[C@@H]21,4,4,-3[16.7 µM],-4,-4,7,-2
Nn1c(C2CCCCC2)nc2ccccc2c1=O,2,-9,-2,-2,-2,0,-1
CCCn1nc(NS(C)(=O)=O)c2cc3cccc(C)c3nc21,9,nt,2,-2,-2,nt,0
O=C(O)CCC1OC(=O)C(O)=C1c1ccccc1 (configuration not stated),-4,3,1,-7,-13,0,0
CSc1ccc(CN2CCC2(C)C(=O)NC2CCN(Cc3ccccc3)CC2)cc1 (configuration not stated),-16,8,-19,4,nt,10,0
CCn1cc(C(=O)OCC(=O)NCc2ccccc2Cl)c(=O)c2ccc(C)nc21,nt,1,nt,nt,-4,1,nt
Fc1ccc(SCCc2ccccn2)cc1,5&2,-7&-13,-4&-6,30&31,6&5,-1&0,-1&6
COc1ccc(NC(=O)/C=C/c2ccc(F)cc2)cn1,nt,-3,nt,nt,-7,10,nt
Cc1cc(NC(=O)C2CC(=O)N(c3ccccc3Cl)C2)no1 (configuration not stated),13,-1,-7,-6,3,1,-2
CC(=O)NC1CC2CCCC(C1)N2CC(=O)N1CCCc2ccccc21 (configuration not stated),-5,nt,-4,-3,-8,nt,-1
COc1ccc(NC(=O)N2CCCCN3[C@H](CO)[C@H](c4ccc(C#CCC(C)C)cc4)[C@@H]3C2)cc1,-2,9,-11[16.7 µM],-20,3,2,-1
